From PubChem
Fam108B inh = Fam108B inhibition, counter-screen for RBBP9 inhibitors | recombinant Fam108B, FP-Rh probe fluorescence polarization | inhibition, % at 9.51 µM | 300,000 tested, 0.33% active | AID 1947;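 active = inhibition above the screen mean inhibition plus 3 SD, computed separately per campaign, cut at about 18% in these data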;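 also: inhibitors lower polarization as less probe binds the enzyme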
PAFAH2 FP inh = PAFAH2 (human) inhibition | 340,000 tested, 0.99% active | AID 492956 | Q99487 | recombinant PAFAH2, FP-rhodamine activity probe, fluorescence polarization | inhibition, % at 3.39 µM;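 active = inhibition above the mean over all tested compounds plus 3 SD, cut at about 30% in these data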;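 also: inhibitors block probe labeling of enzyme so polarization drops; 0% = enzyme with DMSO and 100% = wells lacking PAFAH2 protein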
PAFAH1B2 FP inh = inhibitors of human PAFAH1B2. P68402. recombinant PAFAH1B2, FP-rhodamine activity probe, fluorescence polarization. inhibition, % at 3.39 µM. 340,000 tested, 1.2% active;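 active = inhibition above the mean of all tested compounds plus 3 SD, cut at about 24% in these data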;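 also: 0% = enzyme with DMSO and 100% = wells lacking PAFAH1B2; many of its hits are not listed in these tables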
PAD4 FP inh = inhibitors of human PAD4. Q9UM07. recombinant PAD4, RCA probe fluorescence polarization. inhibition, % at 6.36 µM. 330,000 tested, 0.41% active. AID 485272;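 active = percent inhibition above a cutoff equal to the mean of all tested compounds plus 3 SD, cut at about 15% in these data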;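 also: 0% = PAD4 with RCA probe and DMSO and 100% = probe without PAD4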
pPAFAH FP inh = pPAFAH (human) enzyme inhibition. inhibition, % at 3.39 µM. recombinant pPAFAH, FP-rhodamine probe fluorescence polarization. 330,000 tested, 1.5% active. Q13093;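 active = inhibition above the mean inhibition across the screen plus 3 SD, cut at about 25% in these data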;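 also: inhibitors block binding of the rhodamine activity-based probe so polarization drops; 0% = enzyme with DMSO and 100% = wells lacking pPAFAH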
Target sequence (Q13093 whole entry, looked up): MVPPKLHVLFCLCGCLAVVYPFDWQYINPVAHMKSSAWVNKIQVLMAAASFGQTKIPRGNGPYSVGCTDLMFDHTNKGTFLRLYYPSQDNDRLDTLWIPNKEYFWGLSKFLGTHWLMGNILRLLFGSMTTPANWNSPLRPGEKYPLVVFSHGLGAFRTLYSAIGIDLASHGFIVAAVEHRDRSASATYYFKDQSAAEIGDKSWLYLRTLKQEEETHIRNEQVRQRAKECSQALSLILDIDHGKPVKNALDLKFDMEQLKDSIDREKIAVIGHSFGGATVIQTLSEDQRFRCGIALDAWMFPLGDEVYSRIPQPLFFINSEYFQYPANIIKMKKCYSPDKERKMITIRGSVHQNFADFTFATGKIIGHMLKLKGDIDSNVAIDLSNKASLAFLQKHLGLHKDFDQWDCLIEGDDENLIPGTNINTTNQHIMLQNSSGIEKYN
PAFAH1B3 FP inh = blocks human PAF acetylhydrolase 1B catalytic subunit 3; 340,000 tested, 0.28% active; AID 492972; inhibition, % at 3.39 µM; recombinant PAFAH1B3, FP-rhodamine probe, fluorescence polarization;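 active = inhibition above the screen-wide average of all tested compounds plus 3 SD, cut at about 25% in these data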;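 also: 0% = enzyme with DMSO only and 100% = wells lacking PAFAH1B3 protein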
GSTO1 counter = blocks human GSTO1 in RBBP9 counter-screen | P78417 | AID 1974 | inhibition, % at 5.96 µM | recombinant GSTO1, activity-based probe fluorescence polarization | 300,000 tested, 1.1% active;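 active = inhibition above the campaign mean inhibition plus 3 SD, cut at about 35% in these data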;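 also: 0% = GSTO1-1 with DMSO and 100% = wells lacking GSTO1-1 enzyme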
Target sequence (P78417 whole entry, looked up): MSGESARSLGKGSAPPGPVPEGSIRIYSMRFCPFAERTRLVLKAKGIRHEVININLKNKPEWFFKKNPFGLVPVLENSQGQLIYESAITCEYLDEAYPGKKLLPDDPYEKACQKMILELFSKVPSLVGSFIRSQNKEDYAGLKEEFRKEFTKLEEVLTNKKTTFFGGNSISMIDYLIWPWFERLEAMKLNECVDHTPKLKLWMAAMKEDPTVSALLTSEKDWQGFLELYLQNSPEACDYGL
LYPLA1 inh = LYPLA1 (human) inhibition in PME1 counter-screen; O75608; recombinant LYPLA1, FP-Rh probe fluorescence polarization; inhibition, % at 5.9 µM; 320,000 tested, 0.16% active; AID 2174;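 active = inhibition above the mean of all tested compounds plus 3 SD, set per campaign, cut at about 14% in these data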;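 also: inhibitors block serine hydrolase probe labeling of LYPLA1 so polarization falls; 0% = enzyme with DMSO and 100% = wells lacking LYPLA1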
Target sequence (O75608 whole entry, looked up): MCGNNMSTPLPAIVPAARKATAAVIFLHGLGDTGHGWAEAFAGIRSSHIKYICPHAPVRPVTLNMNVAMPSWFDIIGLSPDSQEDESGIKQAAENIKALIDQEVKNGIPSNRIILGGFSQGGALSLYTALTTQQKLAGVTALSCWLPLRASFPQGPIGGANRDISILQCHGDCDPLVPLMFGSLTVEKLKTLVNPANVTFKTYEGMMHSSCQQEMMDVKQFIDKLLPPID
PME-1 inh = PME-1 (human) inhibition; Q9Y570; recombinant PME-1, FP-Rh probe fluorescence polarization; inhibition, % at 5.9 µM; 320,000 tested, 0.53% active;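 active = inhibition above the campaign mean of all compounds plus 3 SD, cut at about 26% in these data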;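 also: competitive labeling of PME-1 active site by serine hydrolase directed probe; 0% = PME-1 with DMSO and 100% = wells lacking PME-1 enzyme; inhibitors block probe labeling so polarization falls and inhibition rises; many of its hits are not listed in these tables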
* marks the source's active call; other numbers are inactive results; / = no result given. Not all compounds are listed, so the mix of outcomes need not match the whole.

SMILES	Fam108B inh	PAFAH2 FP inh	PAFAH1B2 FP inh	PAD4 FP inh	pPAFAH FP inh	PAFAH1B3 FP inh	GSTO1 counter	LYPLA1 inh	PME-1 inh
CN(C)c1ccc(N2C(=NC(=O)CCC3CCCC3)SC3CS(=O)(=O)CC32)cc1 (centres undefined)	3.4	2.8	5.1	-2.2	2.9	9.4	-0.3	0.3	-5.0
COc1cccc(NC(=O)c2oc3ccccc3c2NC(=O)C2CC2)c1	2.3	-12.1	-0.1	2.7	-1.0	-2.9	-12.0	-8.0	-7.3
COc1ccc(NC(=S)N/N=C/c2ccc(F)cc2)cc1OC	1.2	2.4	-0.6	0.1	3.5	1.8	-1.5	5.2	-1.3
CCC(NC(=O)NNC(N)=S)(C(F)(F)F)C(F)(F)F	-3.2	2.3	6.0	5.8	7.2	3.3	-5.0	1.2	3.4
COCCCNc1nc2c(c(=O)[nH]c(=O)n2C)n1CCCc1ccccc1	1.1	-3.2	1.6	3.0	-1.3	4.7	7.3	0.1	-3.0
NC(Cc1cccc2nsnc12)C(=O)O (centres undefined)	0.5	-1.8	0.3	-5.7	0.2	6.6	0.0	-1.3	0.0
COc1cccc(/C(=N/O)C2CC2c2ccc(Cl)cc2)c1 (centres undefined)	-3.6	0.5	10.1	0.6	2.6	11.0	-1.8	-0.6	0.2
COc1ccc(-c2csc(N(CC(C)C)C(=O)c3ccco3)n2)cc1	-1.8	1.1	2.8	-1.9	-2.1	1.2	5.0	2.1	-3.8
COC(=O)c1[nH]c2cccc(OC)c2c1NC(=O)CN1CCN(c2cccc(OC)c2)C(C)C1 (centres undefined)	3.1	-0.2	-3.5	1.2	5.2	4.5	-4.4	3.6	4.7
Cc1ccc(OCCCC(=O)ON=C(N)c2ccccc2C)cc1	/	6.2	18.6	-4.2	0.6	7.3	/	-0.1	-3.1
Oc1cc(Cc2ccccc2)cnc1CN1CCOCC1	-4.5	-17.8	3.9	-6.7	-0.6	-5.9	4.6	-2.3	4.5
COC(=O)c1cn(C(=O)c2cc(Cl)ccc2Cl)c2ccccc12	-0.1	3.4	2.2	-6.7	1.7	8.1	2.6	-3.7	-1.8

3 compounds already listed, sorted by their value in PME-1 inh, falling.
compound | PME-1 inh
CCC(NC(=O)NNC(N)=S)(C(F)(F)F)C(F)(F)F | 3.4
COc1ccc(NC(=S)N/N=C/c2ccc(F)cc2)cc1OC | -1.3
COc1cccc(NC(=O)c2oc3ccccc3c2NC(=O)C2CC2)c1 | -7.3

(next part)
SMILES	Fam108B inh	PAFAH2 FP inh	PAFAH1B2 FP inh	PAD4 FP inh	pPAFAH FP inh	PAFAH1B3 FP inh	GSTO1 counter	LYPLA1 inh	PME-1 inh
COC(=O)c1cc(NS(=O)(=O)c2ccc(N3CCOCC3)c(N)c2)cc(C(=O)OC)c1	3.8	4.6	5.5	-0.2	7.4	3.5	1.2	-0.3	-2.0
CCOC(=O)N1CCN(S(=O)(=O)c2ccc(C(=O)N(CCN(CC)CC)c3nc4c(C)cccc4s3)cc2)CC1	-1.2	-3.9	-0.9	3.9	-1.1	10.0	4.7	-1.9	-3.7
Cc1cccc(N2CCN(C(=O)c3ccc(-n4cncn4)c([N+](=O)[O-])c3)CC2)c1C	0.3	3.8	-1.3	1.9	1.6	-6.3	-3.3	2.9	8.3
Clc1ncn(C23CC4CC(CC(C4)C2)C3)n1	-4.0	-12.9	6.2	2.2	2.9	0.3	4.3	2.8	7.6
Cc1ccc(C(=O)O/N=C(\N)c2ccccn2)cc1Cl	1.7	5.5	-0.8	-3.4	5.1	8.6	-3.6	0.3	-6.0
Cc1cc(C)c2c(=O)c(/C=C3\NC(=S)NC3=O)coc2c1	-0.3	/	/	-1.1	1.9	/	0.3	-0.1	-1.5
CSc1nccc(-c2c(-c3ccc(Cl)cc3)noc2C)n1	-1.2	-6.0	4.3	4.6	2.1	2.4	0.5	-2.5	-2.5
CCCCNC(=O)/C(C#N)=C/c1cccnc1	-1.2	1.9	3.2	0.2	-2.1	-3.7	1.7	0.1	2.0
O=C(COC(=O)/C=C/c1ccccc1Cl)NC1CCCCCC1	-2.9	71.7*	-0.9	0.3	20.7	6.3	8.7	-3.9	-0.2
CC1(C)CC(=O)C(C(C2=C(O)CC(C)(C)CC2=O)c2cccs2)C(=O)C1 (centres undefined)	7.3	4.8	4.5	-5.5	-0.7	-1.4	15.4	1.8	-6.2
COc1cc(NC(=S)NC2CC(C)(C)NC(C)(C)C2)c(OC)cc1Cl	-2.7	5.2	0.8	-2.5	1.1	1.3	4.1	-1.3	-2.9
CSCCC(NC(=O)c1cccc([N+](=O)[O-])c1)C(=O)OCC(=O)N1CCCC1=O (centres undefined)	2.4	1.3	1.4	-0.2	-1.4	5.4	-5.4	-2.8	2.5
CCc1nnc(-n2nc(C)cc2-c2ccccc2)n1N	4.8	2.1	-2.9	-4.0	0.3	9.8	33.6	3.2	0.9
CC(=O)N1CCN(c2ccc(NC(=O)c3cccc(C)c3)cc2)CC1	1.5	-4.0	-2.6	1.1	7.0	0.7	-2.5	2.5	6.4
Cc1cc(C)nc(N2C(=O)CC(Cc3ccccc3)C2=O)n1 (centres undefined)	-0.5	3.2	0.5	-1.7	-4.1	2.5	2.6	-1.0	6.2
CC(=O)Nc1ccc(NC(=O)CN(c2cccc(C(C)=O)c2)S(C)(=O)=O)cc1	3.3	8.2	1.9	0.8	-4.8	6.5	-0.3	-2.2	-4.0
O=C(N/N=C/c1cccc(Oc2ccccc2)c1)c1cc[n+]([O-])cc1	-2.5	-5.2	-0.7	-0.4	4.7	-1.7	-5.3	-1.7	0.7
CN(C(=O)COC(=O)c1ccc(CN2CCCC2=O)cc1)c1ccccc1	/	22.7	8.2	-4.2	-0.6	4.6	/	1.1	-2.6
O=C(COc1ccc(S(=O)(=O)NC2CCCC2)cc1)N1CCCCC1	1.7	2.3	2.0	-4.5	6.8	-7.2	8.6	0.7	3.2
CC(C)CN(C(=O)CN(C)CC(=O)Nc1ccccc1C#N)c1c(N)n(CC(C)C)c(=O)[nH]c1=O	/	-1.4	1.5	1.9	13.5	2.3	/	/	/
C/C(=N\NC(=O)c1cc2ccccc2cc1O)c1cccs1	18.6*	9.0	6.0	-1.5	51.6*	15.8	19.7	-4.3	-6.1
COc1ccc(-c2cn3cccnc3n2)cc1NC(=O)CC(C)C	-2.2	-5.3	-0.9	2.5	1.6	8.7	-0.6	-2.5	1.5
COc1ccccc1N1CC(C(=O)Nc2nnc(SCc3cccnc3)s2)CC1=O (centres undefined)	5.3	-0.6	0.1	-3.6	3.4	9.8	2.4	-0.8	7.2
COc1cccc(C(=O)N/N=c2\oc3c(OC)cccc3cc2C(=O)NCc2ccccc2)c1	-9.1	-3.9	1.8	-3.0	9.8	8.9	-2.7	0.0	-7.6
COC(=O)CC1NCCc2cc(OC)c(OC)cc21 (centres undefined)	-1.3	4.5	2.4	1.6	2.7	4.2	-2.8	-0.4	-4.9
COc1ccc(C2=COc3ccccc3C(=O)N2)cc1	-1.3	2.1	-2.1	-5.1	9.8	4.2	-5.5	0.8	3.0
COc1ccccc1C(O)P(=O)(OC(C)C)c1ccc(N(C)C)cc1 (centres undefined)	1.3	1.4	2.2	-1.0	3.8	6.7	2.8	-1.0	-0.3
CCOC(=O)N1CCN(c2ccccc2O)CC1	-0.6	-0.5	-0.2	2.4	-1.9	10.7	5.8	3.3	-0.2
COc1ccc(C(=O)NCCNc2nc3ccc(C)cc3cc2C#N)cc1OC	-0.6	6.6	0.7	2.2	0.6	0.7	4.1	-4.4	-5.6
Cc1[nH]n(-c2ccccc2)c(=O)c1C(C[N+](=O)[O-])c1ccc(Br)cc1 (centres undefined)	3.1	6.8	35.0*	-0.8	5.2	23.1	44.6*	2.7	1.1
CC(C)CNC(CC(=O)O)c1ccccc1 (centres undefined)	1.3	1.7	3.5	-1.7	1.7	-1.6	1.1	4.4	1.1
N#CC1=C(N)Oc2ccc3ccc(O)cc3c2C1c1cccnc1 (centres undefined)	-4.8	6.0	1.2	4.7	5.4	5.9	-4.5	1.3	-2.4
CC[N+](CC)(CC)C/C(N)=N/O	-1.9	3.7	2.9	-4.1	2.2	4.4	-5.3	-2.5	3.2
Cc1cccc(-n2ccnc2CN2CCN(C3CCCC3)C(CCO)C2)c1 (centres undefined)	5.5	-2.9	4.4	-8.1	0.2	5.3	6.2	0.0	-6.1
COc1ccc(C(=O)NC2(C(F)(F)F)NC(=O)N(CCCc3ccccc3)C2=O)cc1OC (centres undefined)	-3.7	-0.6	4.9	4.8	-2.5	3.4	6.2	-2.3	-3.4
O=C(Cc1ccccc1[N+](=O)[O-])N1CCOCC1	1.1	-1.3	-4.5	-2.7	6.6	1.6	4.8	4.6	0.8
COCCNC(=O)CSc1nc(-c2ccc(OC)c(OC)c2)cc(C(F)(F)F)n1	0.0	-2.9	5.2	1.6	6.9	-7.6	-2.1	-0.6	-3.1
C[C@]12CC[C@H](O)CC1=CCC1C2CC[C@@]2(C)C1CC[C@@H]2NC(=O)CCC(=O)O (some centres undefined)	/	2.8	8.1	1.3	-1.1	6.3	/	/	/
COc1ccc(O)c(C(=O)c2cnn(-c3ccc(Cl)cc3)c2)c1	0.5	-8.6	-1.0	-1.8	-3.1	-2.1	-5.0	-1.3	1.9
Cc1ccc(Cl)c2c1NC(=O)C2(O)CC(=O)c1ccccc1O (centres undefined)	-0.3	1.1	1.9	-1.0	0.2	3.9	2.6	0.7	-1.1
Fc1ccc(Cn2nnc3ccccc32)cc1	2.6	0.9	-0.4	1.1	8.8	5.4	1.5	-1.8	5.1
CC(=O)Nc1ccc(NC(=O)/C=C/c2ccccc2)cc1	2.6	-5.8	-0.9	-1.4	6.8	9.4	4.6	0.3	1.0
COC(=O)c1c(NC(=O)C(C)(C)C)sc2c1C(C(=O)OC)CC2 (centres undefined)	4.0	3.5	2.3	0.3	4.2	3.3	3.9	-2.2	-3.8
O=C(c1ccccc1)c1ccc(N2CCOCC2)c(F)c1	3.2	1.2	6.6	-2.4	7.0	-1.1	-4.4	-2.2	5.9
COc1ccc(S(=O)(=O)NCc2ccncc2)cc1OC	-2.2	1.6	-4.0	-8.7	-0.9	4.4	-7.3	-0.8	3.6
CC(C)OC(=O)CC(=O)c1sc2nc3c(cc2c1N)CN(C)CC3	7.9	/	/	-1.8	13.7	/	24.7	-6.8	0.5
CCOc1cc(NC(=O)C2CCCCC2)c(OCC)cc1NC(=O)c1ccccn1	-7.2	-2.8	4.5	0.7	4.2	-6.3	-3.9	-0.3	5.5
Cc1ccc(OCCCC(=O)N2CCOCC2)cc1	9.3	-0.6	1.2	-3.8	-3.0	7.5	0.2	0.8	3.1
CC1(C)Cc2c(c(N3CCOCC3)nc3sc4c(NCCN5CCOCC5)nnnc4c23)CS1	0.2	3.1	2.9	0.4	-0.7	7.7	0.7	-4.0	-1.3
Cc1c(C(=O)Nc2ccccc2C(=O)N2CCOCC2)cccc1[N+](=O)[O-]	-6.2	1.7	-3.4	1.2	-1.7	1.9	-4.5	-3.1	-6.0

PAFAH2 FP inh, what is marked active above.
structure	PAFAH2 FP inh	PAFAH1B2 FP inh	PAD4 FP inh	pPAFAH FP inh	PAFAH1B3 FP inh	PME-1 inh
O=C(COC(=O)/C=C/c1ccccc1Cl)NC1CCCCCC1	71.7*	-0.9	0.3	20.7	6.3	-0.2
